Anthrax LF inh2: inhibitors of Bacillus anthracis lethal factor protease | P15917 | multiplex microsphere protease cleavage assay, LF | inhibition, % at 10 µM | 360,000 tested, 0.12% active | AID 588501; also: plate controls were buffer without enzyme for full effect and enzyme alone for no effect
Target sequence (P15917 whole entry, looked up): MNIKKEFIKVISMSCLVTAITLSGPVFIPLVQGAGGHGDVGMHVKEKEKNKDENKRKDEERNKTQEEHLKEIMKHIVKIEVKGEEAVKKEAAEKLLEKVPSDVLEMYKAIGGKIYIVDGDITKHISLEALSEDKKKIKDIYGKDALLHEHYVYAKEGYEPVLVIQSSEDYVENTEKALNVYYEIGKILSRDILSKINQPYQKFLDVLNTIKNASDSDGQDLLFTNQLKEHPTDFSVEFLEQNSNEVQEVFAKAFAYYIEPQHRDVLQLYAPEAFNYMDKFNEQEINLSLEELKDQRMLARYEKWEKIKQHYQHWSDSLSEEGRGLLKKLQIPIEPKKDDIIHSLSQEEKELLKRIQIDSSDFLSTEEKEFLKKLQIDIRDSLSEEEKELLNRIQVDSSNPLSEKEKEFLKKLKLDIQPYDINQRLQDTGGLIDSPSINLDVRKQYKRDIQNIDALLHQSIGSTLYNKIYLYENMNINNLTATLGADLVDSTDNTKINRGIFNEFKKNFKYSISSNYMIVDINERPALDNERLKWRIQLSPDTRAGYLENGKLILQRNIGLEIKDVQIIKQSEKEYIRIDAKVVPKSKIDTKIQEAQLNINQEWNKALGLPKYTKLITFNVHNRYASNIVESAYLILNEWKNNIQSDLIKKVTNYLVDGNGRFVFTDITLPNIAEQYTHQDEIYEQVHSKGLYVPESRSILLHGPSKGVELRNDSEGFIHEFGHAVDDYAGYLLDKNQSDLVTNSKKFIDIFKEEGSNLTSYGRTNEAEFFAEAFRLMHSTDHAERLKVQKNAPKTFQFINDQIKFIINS
BH1578 lux ind: quorum light induction in luxS cqsA deficient V. cholerae; V. cholerae BH1578 lux reporter, luminescence, 6 h; activation, % at 18.7 µM; 350,000 tested, 0.16% active; in the data active = activation mostly above about 9.7%, no sharp cut-off; inconclusive = no clear call, values can overlap the other calls; inactive = mostly below about 3.7%; also: not every result past the cut was called active; inactives centre near 0; reference of the scale not given here
VHR inh abs: DUSP3 (human) phosphatase inhibition; inhibition, % at 13.3 µM; recombinant VHR phosphatase, pNPP absorbance; 290,000 tested, 0.52% active; P51452; AID 1654; in the data active = inhibition above about 50%; also: some compounds called inactive have numbers as strong as hits
Target sequence (P51452 whole entry, looked up): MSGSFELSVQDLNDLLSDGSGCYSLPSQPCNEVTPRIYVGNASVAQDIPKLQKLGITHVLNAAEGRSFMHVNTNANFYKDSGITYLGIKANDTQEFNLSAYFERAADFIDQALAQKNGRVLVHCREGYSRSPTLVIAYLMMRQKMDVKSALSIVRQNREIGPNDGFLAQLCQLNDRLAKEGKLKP
PriA SSB inh: blocks PriA binding to SSB C-terminal tail. AlphaScreen SSBct-PriA binding, biotinylated peptide. inhibition, % at 33 µM. 430,000 tested, 0.6% active. AID 1272365; in the data active = inhibition mostly above about 37%, no sharp cut-off; inactive = mostly below about 20%;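 also: plate controls were negative control peptide for no effect and reference peptide for full effect; strong numbers were not always called active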
PfHsp40 yeast: restores yeast growth despite PfHsp40 toxicity; S. cerevisiae expressing PfHsp40, growth rescue, ATP luminescence; growth rescue, % at 12.5 µM; 340,000 tested, 0.68% active; AID 504582; in the data active = growth rescue above about 28%, passing the limit was not always enough; inconclusive = no clear call, values can overlap the other calls;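 also: yeast W303a lacking pdr1 and pdr3 grown in galactose medium; growth measured after three days at 30 °C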
TcdB inh: blocks C. difficile toxin B glycohydrolase activity; P18177; TcdB glycohydrolase enzymatic assay, plate reader; inhibition, % at 9.99 µM; 350,000 tested, 0.24% active; AID 652162; in the data active = inhibition above about 10%
3CLpro inhibitor: SARS-CoV 3CLpro protease inhibition; P0C6X7; recombinant SARS-CoV 3CLpro, quenched FRET peptide cleavage; inhibition, % at 6 µM; 290,000 tested, 0.14% active; AID 1706; in the data active = inhibition above about 12%
BoNT A protease: BoNT A light chain protease inhibition. 360,000 tested, 0.17% active. inhibition, % at 10 µM. multiplex microsphere protease substrate cleavage, flow cytometry; also: plate controls were buffer without enzyme for full effect and enzyme alone for no effect
CCHF vOTU inh: CCHFV vOTU protease inhibition. Pep-AMC fluorescence. inhibition, % at 11.5 µM. 370,000 tested, 0.55% active. AID 651958; in the data active = inhibition above about 30%; also: 0% = vehicle wells with enzyme and 100% = no enzyme wells
Yp Topo-I inh: blocks Yersinia pestis topoisomerase I activity; Y. pestis Topo-I cleavage product accumulation, plate reader; activity, % at 10 µM; 360,000 tested, 0.064% active; in the data active = activity above about 50%, passing the limit was not always enough; inconclusive = no clear call, values can overlap the other calls; also: inactives centre near 2
* marks the source's active call; other numbers are inactive results; i = inactive; ? = inconclusive; . = no result given. Rule as the data show it, unless noted: active = inhibition above about 30%; inconclusive = no clear call, values can overlap the other calls; inactive = below that. Some of the compounds tested. The share of hits here may be higher or lower than overall.

Values in the order: Anthrax LF inh2, BH1578 lux ind, VHR inh abs, PriA SSB inh, PfHsp40 yeast, TcdB inh, 3CLpro inhibitor, BoNT A protease, CCHF vOTU inh, Yp Topo-I inh
CN(C)c1ccc(C(=O)OCC(=O)N2CCOCC2)cc1
  2, -0.7, 2, -1, -0.5, 0.0, -1, 0.3, 5, 0
CN(CC(=O)Nc1ccc(F)c(F)c1F)C(=O)CN1C(=O)NC2(CCCC2)C1=O
  ., i, ., 1, 0.2, 2.7, ., ., -8, -2
CC(=O)C1C(N2CC2)CC2C3CCC4=CC(=O)CCC4(C)C3CCC21C (stereo unspecified)
  0, -1.1, ., -4, -1.7, 2.4, ., -0.2, -1, 20
O=C(CSc1ncnc2c1cnn2CCc1ccccc1)Nc1cccc(C(F)(F)F)c1
  -4, ., 38, -16, 7.6, -0.5, 2, 0.1, 10, 10
CC(=O)NS(=O)(=O)c1ccc(NC(=O)/C=C/c2ccccc2Cl)cc1
  -1, -0.3, 17, 8, 0.5, ., 0, 0.1, 8, -2
Cc1c(C(=O)NCc2ccc(Cl)c(Cl)c2)sc(=O)n1Cc1ccccc1F
  -11, -0.4, ., ., ., -0.2, ., 0.0, 3, 14
COc1ccccc1C(=O)Nc1ccc(S(=O)(=O)NC2=NCCCCC2)cc1
  2, 2.0, 20, -2, -1.6, 1.6, -5, -0.7, -8, -1
CCOC(=O)c1cc2c(=O)n3ccccc3nc2n(CCOC)c1=NC(=O)c1c(-c2c(F)cccc2Cl)noc1C
  8, -0.3, 16, -5, -1.5, -1.4, 0, 18, -7, 19
CC[C@]1(c2ccccc2)C(=O)N(C(=O)OC)N1C(=O)OC
  -2, -4.5, 21, -4, 4.9, -11, 2, 0.3, 17, -3
Nn1c(Cc2cccc3ccccc23)nnc1SCn1nnc2ccccc2c1=O
  -2, 0.7, 39, -4, -0.2, ., 5, 0.2, 16, 1
CCOc1ccccc1N1CCN(C(=O)c2ccccc2SCC(=O)N2CCCC2)CC1
  -1, -0.5, 12, -10, 0.8, -0.3, 3, -0.3, 9, 16
Cc1ccc(-n2nc3c(=O)n(C(C)C(=O)NCCCc4ccccc4)nc(C)c3c2C)cc1 (stereo unspecified)
  -3, i, 1, 2, 1.0, 1.5, 0, -1.1, 10, 30
COc1cc(/C=C2\SC(=S)N(CCC(=O)Nc3ccccc3)C2=O)cc(OC)c1OC
  3, 0.4, -8, 10, -0.4, 2.0, 2, 5.8, -10, 3
CCOC(=O)C1C(c2ccccc2)NC(=S)NC1(C)O (stereo unspecified)
  -1, -0.4, 16, -1, 0.1, 0.6, 4, -0.7, -10, 4
COc1cccc(Nc2nc(-c3ccccc3O)nc3ccccc23)c1
  12, i, 10, -16, 0.9, 0.4, 3, -0.5, -16, -6
Cc1cccc(C(=O)OCC(=O)N(C)c2ccccc2)c1C
  -1, -0.3, 20, -7, -0.1, 1.7, -5, 0.5, 4, 21
COc1ccc(-c2cc(C(F)(F)F)c(C#N)c(=O)[nH]2)cc1
  -1, i, 5, -11, -0.9, 1.9, 0, -0.4, -230, -5
NC(=O)c1cccnc1Nc1cccc([N+](=O)[O-])c1
  -5, 1.4, 18, -13, -0.2, 1.6, -1, -0.8, 3, -14
Cc1ncc(CO)c2c1Oc1nc(-c3ccccc3F)nc(SCC(=O)N(C)c3ccccc3)c1C2
  -4, -0.2, 10, 10, -1.6, ., 1, 0.1, ., 4
CC(C)(C)NC(=O)c1ccc2c3c(cccc13)CC2
  1, i, -2, -12, 0.9, 0.6, 4, 0.3, -10, -8
CCOC(=O)N1CCN(C(=O)CSc2ccc3nnc(-c4ccncc4)n3n2)CC1
  -6, -2.8, 14, 4, -1.1, 0.9, 3, -0.3, 17, -1
COc1ccc(CC(=O)N(C)C2CCCCC2)cc1S(=O)(=O)N1CCOCC1
  -4, -0.4, 20, 4, 0.6, -1.4, 3, 0.1, 5, 5
C[C@@H]1CCCCCCCCC(=O)OCCN1C(=O)OC(C)(C)C
  -6, -0.7, ., -27, -2.1, 0.6, ., -0.5, 7, 8
CC(C)[C@H](NC(=O)c1ccccc1)C(=O)OCC(=O)Nc1ncc(Cl)cc1Cl
  4, -15, ., -6, -1.7, 2.9, ., -0.2, -7, 2
CC(=O)N1Cc2cc([N+](=O)[O-])ccc2Oc2ccccc21
  -1, -0.4, 10, -3, 0.1, -0.3, 1, 0.7, 7, -1
O=C(Nc1ccc(S(=O)(=O)NCC2CCCO2)cc1)c1ccccc1 (stereo unspecified)
  0, -0.3, -5, -13, -0.7, 2.4, 7, -0.9, 3, -3
O=C(c1cccc(Cl)c1)N1CCC(=O)N(C(COCc2cccc(Cl)c2)Cc2ccccc2)CC1 (stereo unspecified)
  -4, 1.2, -15, 7, 2.9, 0.5, 6, 0.3, 0, 9
Cc1cccc(Nc2nc(N)c([N+](=O)[O-])c(NCCO)n2)c1
  -10, i, -3, 0, -0.2, 0.8, -5, 1.1, 6, 1
O=C(OCC(=O)N1CCc2ccccc21)c1c2c(nc3ccccc13)CCCCC2
  -1, 0.2, 8, 0, 1.9, ., 5, -0.4, -8, 3
COc1ccc(Oc2ccc3c(C(F)(F)F)cc(C(F)(F)F)nc3n2)cc1
  0, -3.8, 36, -15, 0.4, ., -2, ?, 1, -7

Quoted at random: four compounds from above.
Values in the order: Anthrax LF inh2, BH1578 lux ind, VHR inh abs, PriA SSB inh, PfHsp40 yeast, TcdB inh, 3CLpro inhibitor, BoNT A protease, CCHF vOTU inh, Yp Topo-I inh
CN(CC(=O)Nc1ccc(F)c(F)c1F)C(=O)CN1C(=O)NC2(CCCC2)C1=O
  ., i, ., 1, 0.2, 2.7, ., ., -8, -2
COc1ccc(Oc2ccc3c(C(F)(F)F)cc(C(F)(F)F)nc3n2)cc1
  0, -3.8, 36, -15, 0.4, ., -2, ?, 1, -7
Cc1cccc(C(=O)OCC(=O)N(C)c2ccccc2)c1C
  -1, -0.3, 20, -7, -0.1, 1.7, -5, 0.5, 4, 21
CC[C@]1(c2ccccc2)C(=O)N(C(=O)OC)N1C(=O)OC
  -2, -4.5, 21, -4, 4.9, -11, 2, 0.3, 17, -3

The listing picks up, starting 3 compounds before the break.
Values in the order: Anthrax LF inh2, BH1578 lux ind, VHR inh abs, PriA SSB inh, PfHsp40 yeast, TcdB inh, 3CLpro inhibitor, BoNT A protease, CCHF vOTU inh, Yp Topo-I inh
Cc1cccc(Nc2nc(N)c([N+](=O)[O-])c(NCCO)n2)c1
  -10, i, -3, 0, -0.2, 0.8, -5, 1.1, 6, 1
O=C(OCC(=O)N1CCc2ccccc21)c1c2c(nc3ccccc13)CCCCC2
  -1, 0.2, 8, 0, 1.9, ., 5, -0.4, -8, 3
COc1ccc(Oc2ccc3c(C(F)(F)F)cc(C(F)(F)F)nc3n2)cc1
  0, -3.8, 36, -15, 0.4, ., -2, ?, 1, -7
COc1ccc(C(=O)NC(=S)Nc2ccc(N3CCCC3)cc2)cc1OC
  -4, -0.6, 4, 12, -0.5, ., 5, -1.4, -8, 10
Cn1c(N)c(S(=O)(=O)c2ccc(Br)cc2)c2nc3ccccc3nc21
  -1, -0.4, 5, -17, -2.5, ., 3, 2.2, -95, 5
COc1ccc(CCN2CC(C(=O)N(C)C3CCOCC3)CCC2=O)cc1 (stereo unspecified)
  0, -6.7, -12, -15, 1.2, -0.3, -1, 1.4, 3, 8
Cc1ccc(S(=O)(=O)NCC(C)n2cncn2)cc1 (stereo unspecified)
  0, -0.6, 7, -9, -0.7, 0.7, -7, -1.5, 14, -2
CCOC(=O)N1CCN(C(=O)CSc2nnc(Cc3ccccc3)o2)CC1
  -2, i, 6, -18, 0.0, 0.5, -3, 0.5, -11, -4
CC1(Cc2ccccc2C#N)C(=O)Nc2ccc(-c3ccccc3)cc21 (stereo unspecified)
  -5, i, ., ., ., 1.5, ., -0.4, 7, 21
CCN(c1ccccc1)S(=O)(=O)c1cc2c(cc1C)n(C)c(=O)c(=O)n2C
  8, i, 13, -7, -0.8, 0.2, 1, 0.1, -2, 3
Cc1cc(C)c(C)c(C(=O)COC(=O)CNC(=O)CN2C(=O)c3ccccc3C2=O)c1C
  0, i, -6, -8, -0.1, -7.0, -7, -0.8, -5, -3
Cc1cc(C)cc(NC(=O)COC(=O)c2ccc3c(c2)OCCO3)c1
  2, -0.8, ., -20, -0.3, 0.8, ., 0.0, -6, -1
CCCCC1(CO)C(=O)N(c2ccccc2)N(c2ccccc2)C1=O
  ., -0.5, -4, -12, -0.2, 5.3, 2, ., 15, 1
O=C(Nc1cccc2ncccc12)c1ccc(Br)c([N+](=O)[O-])c1
  -1, i, 29, -2, 1.9, -0.2, 4, -0.9, -6, -1
N=c1c2c3c(sc2ncn1Cc1ccco1)CCCCC3
  -2, -0.4, 12, 4, 0.3, ., 3, -0.2, -11, -1
Cc1cccc(C)c1NC(=O)CSc1nnc([C@H](C)NC(=O)OC(C)(C)C)o1
  ?, -0.4, 32, -3, -0.7, ., -3, ?, 2, 4
COc1ccc(N(CC(=O)NCc2ccco2)S(=O)(=O)c2ccc(C)cc2)cc1OC
  5, -2.2, 20, -4, -0.6, 1.1, -3, 1.2, -1, 2
CCN1CCCC1CNC(=O)CCc1nnc(CCC2CCCCC2)o1 (stereo unspecified)
  -6, 4.5, 40, -14, 0.8, 1.6, 1, 0.0, 9, 16
CN(C)CCCN(C(=O)c1ccc(N2C(=O)CCC2=O)cc1)c1nc2c(F)cccc2s1
  -1, -0.3, 12, 1, -1.0, -0.6, 1, 1.2, -14, 0
CCOC(=O)C1CCN(C(=O)c2cc(S(=O)(=O)N3CCCCC3)ccc2C)CC1
  2, i, 0, -37, -0.2, -2.6, -3, -2.5, -6, -7
CC[C@]12c3[nH]c4cc(CCC(=O)N(C)C)ccc4c3CCN1C(=O)[C@@H](CC(=O)NCCCn1ccnc1)C[C@@H]2C(=O)N1CCN(C(=O)C2CC2)CC1
  0, -0.2, ., -2, -1.9, 0.9, ., 0.1, -10, 0
Cc1ccc(C(=O)NNC(=O)CSc2nc(N)cc(N)n2)cc1
  -2, i, -10, -6, -0.6, 0.2, 0, -0.6, -11, -6
CCN1CCN(C(=O)/C=C/c2ccc3c(c2)OCO3)CC1
  -3, i, 8, -1, -0.7, 1.1, 4, -0.9, -13, -11
O=C(c1[nH]c(C(F)(F)F)nc1-c1ccccc1)N1CCN(c2cccc(C(F)(F)F)n2)CC1
  -10, ., ., ., ., 0.5, ., -0.8, 7, .
CCOc1ccc(N(CC(=O)NCC2CCCO2)S(=O)(=O)c2ccc(C)cc2)cc1 (stereo unspecified)
  -1, 0.0, 1, -4, -1.1, 1.6, 0, -0.1, -8, 13
COc1ccc(NS(=O)(=O)c2cc(NC(=O)c3cc(F)c(F)cc3Cl)ccc2N2CCOCC2)cc1
  -6, -1.9, ., -11, 0.6, 0.8, ., 0.1, 15, 10
O=C(Nc1cccc2ccccc12)c1ccc(F)cc1
  2, -1.2, -2, -17, 1.4, 1.4, 2, -0.4, 0, 3
COc1ccc(-c2c(-c3ccsc3)oc(=O)c3cc(OC)c(OC)cc23)cn1
  -2, i, ., -11, 1.2, 0.4, ., 0.3, -3, 24
Cc1ccc(NS(=O)(=O)c2ccc(-n3cccn3)cc2)c(C)c1
  0, -0.4, -1, -7, 2.2, 1.3, 1, 0.7, 7, 13
O=C(NCC1CCCO1)C1CCN(C2CCN(C(=O)C3CCCCC3)CC2)CC1 (stereo unspecified)
  -11, -0.2, 16, -11, 0.2, 0.0, 2, -1.5, 2, 4
CCOc1ccc(N2CC(C(=O)Nc3ccccc3C(=O)N3CCOCC3)CC2=O)cc1 (stereo unspecified)
  0, -0.2, 11, -2, -0.1, 0.5, 1, 1.6, 6, 3
CCn1nc(C)c(Br)c1-c1nc(CS(=O)(=O)c2ccc(F)cc2)no1
  -4, -0.5, 4, -16, -0.3, 0.7, 1, -0.3, 2, -3
Cn1c(=O)c2c(nc(SCc3cccnc3)n2Cc2ccc(F)cc2)n(C)c1=O
  -3, i, 20, -1, -1.9, ., -1, 1.1, -8, 8

High-throughput results deposited in PubChem by several laboratories.
